Compound activity: PubChem, several laboratories
HIF act – HIF pathway transcriptional activators, primary screen, cell-based, U2OS HRE-luciferase, luminescence. U2OS HRE-luciferase reporter; normalized: DMSO 0%, desferrioxamine 100%. activation, % at 7.5 µM (by protocol). 300,000 compounds, 0.32% hits. AID 1910, 2009;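 active = mean activation of at least 10% of the iron chelator positive control signal, with at least half of replicates also reaching 10%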
TRPC4 inh – inhibitors of mouse TRPC4 channel, primary screen, Fluo4 calcium, HEK293 TRPC4beta/mu-opioid cells. Short transient receptor potential channel 4 (Mus musculus), Q9QUQ5. DAMGO-evoked Fluo4 calcium flux; stronger effect = lower value. B-score at 10 µM. 300,000 compounds, 0.39% hits. AID 2247, 2010;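 active = B-score over 3 SD under the library average, no early fluorescence shift, positive overall ratio signal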
Target sequence (Q9QUQ5 whole entry, looked up): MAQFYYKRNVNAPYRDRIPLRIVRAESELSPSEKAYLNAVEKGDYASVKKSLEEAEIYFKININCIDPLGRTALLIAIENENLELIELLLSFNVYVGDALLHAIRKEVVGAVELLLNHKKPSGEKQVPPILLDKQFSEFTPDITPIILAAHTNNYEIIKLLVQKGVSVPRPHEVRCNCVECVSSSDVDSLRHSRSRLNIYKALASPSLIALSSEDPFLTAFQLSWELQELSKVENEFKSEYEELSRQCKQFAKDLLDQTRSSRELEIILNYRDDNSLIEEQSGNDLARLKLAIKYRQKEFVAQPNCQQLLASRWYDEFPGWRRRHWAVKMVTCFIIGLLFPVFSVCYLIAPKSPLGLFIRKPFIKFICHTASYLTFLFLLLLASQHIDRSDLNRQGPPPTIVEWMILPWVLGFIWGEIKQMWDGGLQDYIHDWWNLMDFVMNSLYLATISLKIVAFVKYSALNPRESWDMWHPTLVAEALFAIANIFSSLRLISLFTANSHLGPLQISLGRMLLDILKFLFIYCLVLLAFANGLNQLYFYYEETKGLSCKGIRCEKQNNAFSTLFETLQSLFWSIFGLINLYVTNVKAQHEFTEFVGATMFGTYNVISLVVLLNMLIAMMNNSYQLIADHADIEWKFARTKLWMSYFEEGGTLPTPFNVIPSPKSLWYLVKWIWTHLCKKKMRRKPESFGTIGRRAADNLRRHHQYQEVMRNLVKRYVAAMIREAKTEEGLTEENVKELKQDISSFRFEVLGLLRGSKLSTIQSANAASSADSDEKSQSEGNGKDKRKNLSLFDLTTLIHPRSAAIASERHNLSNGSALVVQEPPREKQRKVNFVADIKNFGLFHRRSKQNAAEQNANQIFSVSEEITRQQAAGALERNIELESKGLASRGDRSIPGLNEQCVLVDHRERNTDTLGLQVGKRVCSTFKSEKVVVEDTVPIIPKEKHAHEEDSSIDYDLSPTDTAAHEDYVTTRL
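test system = HEK293 cells with stable TRPC4beta plus mu-opioid receptor expression | detection = Fluo4 Ca2+ flux fluorescence | read-out = integrated fluorescence ratio relative to baseline, converted to per-well B score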
TRPC4 act – activators of mouse TRPC4 channel, primary screen, Fluo4 calcium, HEK293 TRPC4beta/mu-opioid cells. Short transient receptor potential channel 4 (Mus musculus), Q9QUQ5. B-score at 10 µM. Fluo4 calcium fluorescence; stronger effect = higher value. 310,000 compounds, 0.49% hits;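 active = B-score above 5 SD of library B-scores, and initial fluorescence ratio not above library mean plus 5 SD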;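 note: positive B-score marks a calcium rise read as TRPC4 activation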
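Incubation: 45 min room-temperature Fluo4 loading, 110 s read / System: HEK293 cells stably co-expressing mouse TRPC4beta and mu-opioid receptor / Signal: Fluo4 fluorescence, kinetic / Control set: buffer (low) and maximal DAMGO (high) / Measure: integrated baseline-normalised fluorescence ratio, converted to per-well B score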
MrgX1 antagonist – antagonists of human MrgX1 receptor, primary screen, HEK293 cells, Fluo-4 calcium flux; B-score at 10 µM; 310,000 compounds, 1.3% hits; Mas-related G-protein coupled receptor member X1 (Homo sapiens), Q96LB2; AID 588676, 2011; BAM8-22 antagonism; stronger effect = lower value;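 active = calcium-response B-score plate-corrected more than 3 library SD below zero, starting fluorescence within 5 deviations, no agonist response on first addition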;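 note: peak minus trough fluorescence over baseline after final BAM8-22 challenge near maximal dose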
TRPC6 activator – mouse TRPC6 channel activators, primary screen, cell-based, HEK293, membrane potential dye | B-score at 10 µM | AID 2550, 2010 | 310,000 compounds, 0.13% hits | HEK293-TRPC6 membrane potential dye fluorescence; stronger effect = higher value;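 active = B-score of the integrated fluorescence ratio above library mean plus 3 SD, and starting fluorescence ratio within library mean plus 5 SD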;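 note: higher score means more depolarization so channel activation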
KLF5 inh – KLF5 expression inhibitors, primary screen, DLD-1 cells, luminescence; DLD-1 KLF5 promoter-luciferase reporter; inhibition, % at 5 µM; 290,000 compounds, 0.23% hits; AID 1700, 2009;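 active = inhibition above a per-plate limit of that plate's mean compound inhibition plus 3 SD, cut at about 60% in these data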;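 note: 0% = DMSO wells and 100% = LY294002 at 200 µM; higher means less KLF5 promoter-driven luciferase light; inactives centre near -14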
TRPC6 inh – mouse TRPC6 channel inhibitors, primary screen, cell-based, HEK293, membrane potential dye | ACh-evoked depolarization; stronger effect = lower value | B-score at 10 µM | 310,000 compounds, 1.1% hits | AID 2553, 2010;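 active = B-score under library mean minus 3 SD, initial fluorescence not abnormally high, positive integrated signal ratio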;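 note: B-score derived from integrated fluorescence ratio over the kinetic read; more negative B-score means stronger inhibition of depolarization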
TRPC4 potent – positive allosteric modulators of TRPC4, primary screen, cell-based, mouse TRPC4beta, HEK293 mu-opioid, Fluo-4 calcium. Short transient receptor potential channel 4 (Mus musculus), Q9QUQ5. DAMGO EC20, Fluo-4 Ca2+ flux; stronger effect = higher value. B-score at 10 µM. 310,000 compounds, 0.42% hits;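 active = B-score of calcium response area above 5 SD of library B-scores, with initial fluorescence ratio within 5 SD of library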;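 note: B-score of integrated fluorescence ratio over time as area under calcium response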
SKKanGAS inh – S. pyogenes SKKanGAS growth inhibitors in kanamycin, primary screen, streptokinase expression inhibitor project, SKKanGAS strain, BacTiter-Glo luminescence; 6 h; inhibition, % at 7.5 µM; 300,000 compounds, 1.3% hits; AID 1662, 2009;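 active = mean replicate score, as percent of positive control median, at least 50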;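 note: strain carries kanamycin resistance gene driven by streptokinase promoter and grows in 40 µg/ml kanamycin; loss of luminescence reflects streptokinase promoter inhibition or plain growth inhibition; 0% = median of DMSO wells and 100% = positive control at its reference dose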
IEC-6 cytotox – cytotoxicity in IEC-6 intestinal epithelial cells, primary screen, cytotoxicity control for KLF5 inhibitor project, cell-based, luminescence; IEC-6 cytotoxicity, luminescence viability; inhibition, % at 5 µM; 290,000 compounds, 0.78% hits; in the data active = inhibition above about 22%;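 note: 0% = plate median of test compound wells and 100% = cytotoxic reference compound wells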
aSyn 5UTR inh – MLPCN primary screen, SNCA 5' untranslated region. alpha-synuclein 5'UTR reporter, inhibitor activity. inhibition, % (tested at 7.5 µM). 300,000 compounds, 0.82% hits; in the data active = inhibition above about 60%;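 note: H4 neuroglioblastoma cells stably carrying SNCA 5'UTR luciferase fusion; 0% = DMSO wells and 100% = positive control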
Active calls of the source: *; i = inactive; x = not tested or not shown.

Values in the order – aSyn 5UTR inh, TRPC6 activator, HIF act, SKKanGAS inh, IEC-6 cytotox, TRPC6 inh, TRPC4 inh, TRPC4 act, TRPC4 potent, KLF5 inh, MrgX1 antagonist
CCC(=O)Nc1sc2c(c1C(=O)N(C)C)CCCCC2
 : 7, i, -20, 1, 0, i, i, i, i, -33, i
COc1ccc(C(C#N)c2ccc(=O)[nH]n2)cc1 (stereo unspecified)
 : 14, i, 0.2, -23, 2, i, i, i, i, -33, i
COc1ccc(NC(=O)Nc2cccc(C)n2)c(OC)c1
 : -31, i, -13, -2, 3, i, i, i, i, -86, i
CCOc1ncccc1C(=O)OCC(=O)Nc1cc(S(=O)(=O)N2CCOCC2)ccc1C
 : 5, i, 0.0, -12, 6, i, i, i, i, -28, i
O=C(NCC(=O)N(CC1CCCO1)C(C(=O)NC1CCCCC1)c1cccnc1)c1cccs1 (stereo unspecified)
 : -14, i, -0.8, -9, -2, i, i, i, i, -15, i
O=C(Nc1ccc(-c2cnco2)cc1)c1ccc(F)cc1F
 : -146, i, 2.2, -9, 2, i, i, i, i, -102, i
CC(C(=O)Nc1ccc(C(N)=O)cc1)N1C(=O)c2ccccc2S1(=O)=O (stereo unspecified)
 : -8, i, -30, 18, x, i, i, i, i, x, i
COc1ccc(C2CC(=O)C=C(NCCC(C)C)C2)cc1 (stereo unspecified)
 : -8, i, -0.3, 3, 5, i, i, i, i, 10, i
CCCCNC(=O)c1onc(CSc2ccccn2)c1C(=O)NCCCC
 : 7, i, 0.4, 7, x, i, i, i, i, x, i
Cc1c(N=C2SCC(=O)N2c2c(C)n(C)n(-c3ccccc3)c2=O)c(=O)n(-c2ccccc2)n1C
 : 10, i, -0.3, -5, 2, i, i, i, i, 11, i
CCOC(=O)Cc1c[nH]c(=S)[nH]c1=O
 : 2, i, -0.4, 6, -6, i, i, i, i, -15, i
O=C(COC(=O)c1ccncc1)c1ccccc1
 : -16, i, 0.2, -12, -5, i, i, i, i, -8, i
Cc1ccc(NC(=O)C(OC(=O)c2cc(C)oc2C)c2ccccc2)cc1 (stereo unspecified)
 : 2, i, 0.0, 5, 4, i, i, i, i, -19, i
CC(C)(C)CN1CCNC(=O)C1CC(=O)NC1Cc2ccccc2C1 (stereo unspecified)
 : -8, i, -0.6, -14, 0, i, i, i, i, -8, i
NS(=O)(=O)c1c(Sc2ccccc2C(=O)O)ccc2ccccc12
 : -42, i, 0.6, 2, 3, i, i, i, i, -129, i
CCOC(=O)c1cc2c(=O)[nH]ccc2nc1C(F)(F)F
 : 18, i, -0.1, 2, 2, i, i, i, i, -36, i
c1ccc(-c2cn(-c3ccccc3)c3ncnc(NCCCN4CCOCC4)c23)cc1
 : -4, i, 0.0, 9, 1, i, i, i, i, -16, i
CC(=O)Nc1sc(N/N=C/c2ccccc2F)nc1-c1ccc(C)cc1
 : -41, i, 0.9, 27, -5, i, i, i, i, -9, i
CCCCCN(C(=O)CCC(=O)OCc1ccccc1Cl)c1c(N)n(CCCC)c(=O)[nH]c1=O
 : 1, i, -0.6, -10, -4, i, i, i, i, 8, i
Cc1cc(C)n2nc(SCC(=O)c3ccc[nH]3)nc2n1
 : -1, i, 0.8, 7, -3, i, i, i, i, -26, i
COc1cc(CNCc2cc(OC)c(OC)c(OC)c2)cc(OC)c1
 : -10, i, 0.2, 4, -4, i, i, i, i, -5, i
COc1ccc(CC(C)Nc2cccc(SC)c2)cc1 (stereo unspecified)
 : 23, i, -1.2, 12, 6, i, i, i, i, -10, i
Cc1cc(C)n(CC(C)O)c(=O)c1C#N (stereo unspecified)
 : -10, i, -0.2, -10, 0, i, i, i, i, -15, i
COc1ccc(CCNC(=O)CCCN2C(=O)c3ccccc3C2=O)cc1OC
 : -20, i, x, -15, -4, i, i, i, i, 10, i
CCN(C(=O)CSc1nnc(-c2ccncc2)n1Cc1ccccc1)C1CCS(=O)(=O)C1 (stereo unspecified)
 : -20, i, -0.4, -2, -2, i, i, i, i, -4, i
COc1ccc([N+](=O)[O-])c(OC)c1C(=O)Nc1ccc(F)cc1F
 : -12, i, 0.4, 3, -2, i, i, i, i, -19, i
O=C(Nc1ccc2ccccc2c1)c1ccc(Cl)cc1
 : -23, i, -19, -19, -1, i, i, i, i, -88, i
CCN(C(=O)c1c(-c2ccccc2Cl)noc1C)C1CCCCC1
 : 15, i, 0.0, 1, -2, i, -6*, i, i, 12, i
Cc1c(NC(=S)NC(=O)C(c2ccccc2)c2ccccc2)cccc1C(=O)O
 : 10, i, -0.9, 4, 6, i, i, i, i, 11, i
Cc1c(C(=O)Nc2ccccc2-c2ccccc2)cccc1[N+](=O)[O-]
 : 2, i, -0.1, 0, -2, i, i, i, i, -5, i
CCOC(=O)Nc1ccc(S(=O)(=O)NC2CCCCC2)cc1
 : 17, i, -0.4, -5, 6, i, i, i, i, -18, i
CC(NC(=O)CN(C)CC(=O)Nc1ccc(Cl)c(C(F)(F)F)c1)c1ccccc1 (stereo unspecified)
 : 3, i, 0.4, -8, x, i, i, i, i, x, i
O=C(NC1CCSc2ccccc21)c1ccccc1F (stereo unspecified)
 : -5, i, 0.2, -7, 7, i, i, i, i, -22, i
CC(=O)NC(CC(=O)OCC(=O)NCCc1ccccc1)c1ccccc1 (stereo unspecified)
 : 7, i, -1.9, -2, x, i, i, i, i, x, i
NC(=O)CNC(=O)[C@@H]1CC2(CC(c3cccc([N+](=O)[O-])c3)=NO2)CN1C(=O)c1ccccc1 (stereo partly specified)
 : 8, i, -0.7, -2, -2, i, i, i, i, -24, i
CCN(Cc1ccccc1)C(=O)CCS(=O)(=O)c1ccc2c(c1)NC(=O)CO2
 : -11, i, 0.2, 2, -4, i, i, i, i, -42, i
CCCCN1C(=O)c2ccc(C(=O)Nc3c(N)n(CCCC)c(=O)n(C)c3=O)cc2C1=O
 : 26, i, -0.3, 0, 3, i, i, i, i, -10, i
O=C(NCC(=O)N(CCN1CCOCC1)C(C(=O)NC1CCCC1)c1ccccc1)c1cccs1 (stereo unspecified)
 : 0, i, 0.3, 1, -3, i, i, i, i, -15, i
C=CCOc1cccc(C2/C(=C(/O)c3ccc(C)cc3)C(=O)C(=O)N2CCN2CCOCC2)c1 (stereo unspecified)
 : -6, i, -0.8, 4, -1, i, i, i, i, 1, i
COc1ccc(CNC(N)=O)cc1OC
 : -2, i, -0.2, 2, -2, i, i, i, i, 1, i
NC(=O)c1nsc(C(=O)N(c2ccc3c(c2)OCO3)C(C(=O)NCC2CCCO2)c2ccc(F)cc2)c1N (stereo unspecified)
 : 6, i, 1.7, 3, -1, i, i, i, i, -11, i
CCN(C(=O)COC(=O)CCc1ccccc1)c1ccccc1
 : 18, i, 2.1, 7, 1, i, i, i, i, 0, i
Cc1cccc(OCc2nnc(SCC(=O)Nc3cccc(C(=O)N4CCOCC4)c3)o2)c1C
 : 17, i, 2.4, -6, -5, i, i, i, i, -14, i
O=C(OCc1cn(-c2ccc(Cl)cc2)nn1)c1ccccc1
 : -14, i, -0.1, -15, -1, i, i, i, i, -7, i
Cc1ccc(C)c(NC(=O)CN(C)C(=O)CSCc2c(C)noc2C)c1
 : -4, i, -0.7, 9, x, i, i, i, i, x, i
CCN(Cc1ccncc1)C(=O)c1cc(COc2c(F)cccc2F)on1
 : -1, i, 0.2, -1, -4, i, i, i, i, -5, i
CC1(C)Cc2nc3sc4c(SCC(=O)NCc5ccco5)ncnc4c3cc2CO1
 : x, i, x, 1, 13, i, i, i, i, -7, i
OC(CNCC1CCCCC1)COc1ccccc1 (stereo unspecified)
 : -9, i, -0.5, 1, -2, i, i, i, i, -13, i
CC(NC(=O)NC1CCCCC1)C(c1cccs1)N1CCN(Cc2ccccc2)CC1 (stereo unspecified)
 : 12, i, 0.1, -1, -1, i, i, i, i, -36, i
COc1ccc(-c2nnc3sc(C4CCCCC4)nn23)cc1OC
 : 65*, 13*, 1.3, 5, -7, i, i, i, i, -16, i

Carrying on.
Values in the order – aSyn 5UTR inh, TRPC6 activator, HIF act, SKKanGAS inh, IEC-6 cytotox, TRPC6 inh, TRPC4 inh, TRPC4 act, TRPC4 potent, KLF5 inh, MrgX1 antagonist
Cc1ccccc1N1C(=O)C(Cl)=C(N2CCN(c3ccccc3)CC2)C1=O
 : -9, i, -0.2, -2, 0, i, i, i, i, -7, i
COc1cc(NC(=O)c2c(F)cccc2F)c(Cl)cc1Cl
 : -10, i, 0.6, 9, -5, i, i, i, i, -22, i
CCC(=O)N(Cc1cc2ccccc2[nH]c1=O)c1ccc(OC)cc1
 : 1, i, -0.2, -1, -4, i, i, i, i, -21, i
CCn1c(=O)n(CC(=O)NC2CCCC(C)C2C)c(=O)c2ccccc21 (stereo unspecified)
 : -31, i, -0.7, 5, 5, i, i, i, i, -9, i
CCCCC[C@H](O)/C=C/[C@@H]1[C@@H](C/C=C\CCCC(=O)O)[C@H]2CO[C@@H]1C2
 : -10, i, 1.3, -2, -5, i, i, i, i, -43, i
CN(C)CCN(C(=O)c1ccc(N2C(=O)CCC2=O)cc1)c1nc2cc3c(cc2s1)OCO3
 : 6, i, 0.3, -6, -1, i, i, i, i, -2, i
COc1ccc(-c2csc(Nc3ncccc3C)n2)cc1OC
 : -172, i, 2.5, -5, 3, i, i, i, i, -103, i
CC(C)(C)c1ccc(C(=O)c2c[nH]c(C(=O)NCC3CCCO3)c2)cc1 (stereo unspecified)
 : -14, i, 0.1, -1, 0, i, i, i, i, -30, i
COc1ccc(C(=O)N/N=C2\SCC(=O)N2Cc2ccc3c(c2)OCO3)c(OC)c1
 : 15, i, -0.3, -9, 0, i, i, i, i, -18, i
COc1ccc(CCNC(=O)c2nnn(CC(=O)Nc3c(C)cc(C)cc3C)c2N)cc1OC
 : 26, i, 107*, -12, -1, i, i, i, i, -3, i
N=c1c(C(=O)NC2CCCC2)cc2c(=O)n3ccccc3nc2n1Cc1ccccc1
 : -2, i, 0.5, 0, 0, -5.2*, i, i, i, -6, i
CCCCN(C(=O)c1c(C)noc1C)c1c(N)n(CCCC)c(=O)[nH]c1=O
 : -8, i, 1.9, 4, x, i, i, i, i, x, i
